# Source: PubChem
# Ins promoter up: MIN6 insulin promoter up-regulation. MIN6 insulin promoter-GFP reporter, high-content imaging; stronger effect = higher value. z-score at 5 µM. 190,000 compounds, 0.3% hits. AID 1625;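 active = z-score above 3 at 5 µM with at least 500 cells counted in the well; inconclusive = wells under 500 cells, flagged as cytotoxic or low count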
# CSM14.1 death rescue: protection against thapsigargin-triggered cell killing – 384-well, CSM14.1, ATP luminescence, primary screen (AID 1222); 190,000 tested, under 10 active; CSM14.1 thapsigargin-induced death rescue, ATP luminescence; higher % means a stronger effect; cellular ATP content (survival), % at 20 µM; hits with a dose series show EC50 in µM;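 active = EC50 below 50 µM in the dose-response confirmation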;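 also: death triggered by thapsigargin at about 15 µM added after 2 h compound pretreatment; cell ATP read after overnight thapsigargin exposure of roughly 18 to 22 hours; normalized against plate controls of thapsigargin alone and 5% DMSO vehicle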
# P. falciparum M1AAP: malaria alanyl aminopeptidase activity blockers – biochemical, fluorogenic H-Leu-NHMec substrate, 1536-well (AID 1445). one-dose inhibition, % at 30 µM; IC50 in µM for titrated hits. 220,000 compounds, 0.42% hits. recombinant M1AAP, H-Leu-NHMec fluorogenic kinetic assay; higher % means a stronger effect;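 active = primary inhibition above the hit cutoff, then over 50% inhibition at one or more dose response concentrations, cut at about 23% in these data, passing the limit was not always enough; inconclusive = conflicting primary data, or primary hits not chosen for dose response; inactive = low primary inhibition, or under 50% at every dose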;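 also: plate controls were DMSO full reaction for no effect and no enzyme background for full effect; strong numbers were not always called active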
# MT stabilizer: stabilizes microtubules in HeLa cells; 200,000 compounds, 0.83% hits; HeLa tubulin immunostaining HCS, 24 h; share of cells brighter than vehicle mean+2SD; % tubulin-high responders, % at 10 µM;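 active = plate Z-score above 3 for both tubulin-high and condensed-nucleus cell shares, with cell loss under 80%, at 10 µM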;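 also: anti alpha tubulin signal scored within the nucleus-defined area of each cell; some results filed as inactive read as strong as hits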
# Yfh1-depleted yeast: enhancers of respiration in Yfh1-depleted yeast, dose response, Friedreich's ataxia, plus single-dose screen (AID 1465); S. cerevisiae Yfh1-off respiration, WST-1 reduction, 72 h; higher fold induction means a stronger effect; fold induction at 50 µM, or EC50 in µM where a hit was titrated; 220,000 compounds, 0.074% hits;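 active = fold induction of absorbance versus untreated yeast above a set limit, then at least 30% activation at any dose in follow-up; inconclusive = repeats straddling the limit, or above it without dose testing; inactive = fold induction below the set limit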;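 also: activators that raise dye reduction in frataxin-depleted yeast; strong numbers were not always called active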
# Dynein transport: dynein cargo transport inhibition. 3617.4 mouse cells, GR-EGFP nuclear translocation imaging; test concentration mostly 20 µM; stimulated with dexamethasone, 1 µM; stronger effect = lower value. z-score, hits read low. 220,000 compounds, 0.47% hits. AID 1381;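 active = plate z-score of nuclear minus cytoplasmic receptor signal below a set negative limit, without overly bright fluorescence or cell loss, cut at about -3.5 in these data, passing the limit was not always enough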;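 also: z-score of nuclear minus cytoplasmic ring GR-EGFP intensity difference per well; some compounds called inactive have numbers as strong as hits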
#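 medium = tetracycline-free induction medium containing charcoal-stripped FBS | probe or stimulus = dexamethasone, 1.0 µM final | timing = 48 h induction, then 1 h compound, then 30 min agonist, 37 °C | detection = automated 10x imaging of fixed Hoechst-stained cells | read-out basis = nuclear versus cytoplasmic GR-EGFP signal, averaged per well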
# P. falciparum M17LAP: P. falciparum M17LAP inhibitors, primary screen, biochemical, fluorogenic H-Leu-NHMec substrate, 1536-well (AID 1619); recombinant M17LAP, H-Leu-NHMec fluorogenic kinetic assay; higher % means a stronger effect; one-dose inhibition, % at 30 µM; IC50 in µM for titrated hits; 220,000 compounds, 0.38% hits;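 active = compound inhibiting the enzyme by more than half at any dose during confirmatory dose-response retesting; inconclusive = strong single-dose inhibitors picked by rank but not retested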;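 also: plate controls were full reaction with DMSO carrier for no effect and no enzyme background for full effect; strong numbers were not always called active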
# Autophagy mod: modulators of autophagy | MEF GFP-LC3 puncta imaging; test concentration mostly 10 µM | calls only at 10 µM (by protocol) | 190,000 compounds, 0.98% hits;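 active = percentage of spot-positive cells more than 3 SD above its plate mean, without a fluorescence outlier flag or 80% toxicity; inconclusive = no clear call, values can overlap the other calls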;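 also: spot-positive cell cutoff set from DMSO-treated cells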
# Lipid droplet: modulators of hepatic lipid droplet formation | inhibition, % at 6.5 µM | AID 1656 | AML12 mouse hepatocytes, oleate lipid droplets, BODIPY imaging | 240,000 compounds, 0.4% hits;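 active = lipid droplet intensity inhibited by at least 50%, with more than 500 cells counted; inconclusive = wells with under 300 cells, treated as cytotoxic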
#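 Test system: AML12 hepatocytes (mouse); reagent: oleate loading, 100 µM; dosing: one dose, 6.5 µM compound; incubation: overnight exposure; signal: fluorescence imaging, 20x objective, two fields per well; read-out basis: % inhibition of corrected integrated BODIPY droplet signal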
# Dynein transport cytoplasmic EGFP: recorded beside Dynein transport, whose call it bears; z-score; measured here: cytoplasmic GR-EGFP intensity; stronger effect = higher value
# Dynein transport nuclear GR-EGFP: recorded beside Dynein transport, whose call it bears; z-score; measured here: nuclear GR-EGFP intensity;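 lower value marks the stronger effect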
# Dynein transport cell count: second read-out of Dynein transport, no call of its own (marks repeat the call); z-score; measured here: cell count per field
# Ins promoter up cell count: further read-out of Ins promoter up, marked with its call; cell count; measured here: cytotoxicity, nuclei count;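 total cells summed across four imaged fields per well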
# Lipid droplet cells 6.5 µM: recorded beside Lipid droplet, whose call it bears; cell count; measured here: cell count, cytotoxicity flag;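 cells counted across two imaged fields per well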
# MT stabilizer Hoechst-high %: further read-out of MT stabilizer, marked with its call; % Hoechst-high responders; measured here: nuclear condensation Hoechst responders;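 share of cells brighter than vehicle mean plus two SD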
# MT stabilizer cytotoxicity %: further read-out of MT stabilizer, marked with its call; toxicity, %; measured here: cytotoxicity by cell density;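 0% = mean cell density of plate MIN control wells and 100% = no cells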
# Autophagy mod cell loss 18 h: recorded beside Autophagy mod, whose call it bears; toxicity, %; measured here: cell loss, nuclei count;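 cell loss after 18 h compound exposure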
# An asterisk follows results filed as active; i = inactive; ? = inconclusive; / = no result given.
SMILES,Ins promoter up,Ins promoter up cell count,CSM14.1 death rescue,P. falciparum M1AAP,MT stabilizer,MT stabilizer Hoechst-high %,MT stabilizer cytotoxicity %,Yfh1-depleted yeast,Dynein transport,Dynein transport cytoplasmic EGFP,Dynein transport nuclear GR-EGFP,Dynein transport cell count,P. falciparum M17LAP,Autophagy mod,Autophagy mod cell loss 18 h,Lipid droplet,Lipid droplet cells 6.5 µM
O=C(Nc1ccc(F)cc1)N1CCN(c2nc3ccccc3s2)CC1,-0.74,1091,-2.6%,-2%,5.0,3.2,8.6,i,-1,0.036,-0.38,0.2,3%,i,6,/,/
Cc1ccc2cc3cc(C(=O)NCCCN4CCCCCC4)oc3nc2c1,-0.13,1864,-3.3%,15%,5.1,4.6,9.9,/,0.42,-0.23,0.23,-0.27,-87%,i,-11,13,686
N#CC1(C#N)C(c2ccccc2)OC23CCCCCC2C1(C#N)C(=N)O3 (centres undefined),0.18,1512,-0.4%,8%,3.6,0.4,6.5,i,-0.36,-0.18,-0.26,0.047,-145%,i,14,-19,684
CCN(c1ccccc1)S(=O)(=O)c1cc(C(=O)Nc2ccc(F)c(F)c2)ccc1F,-0.73,1535,-1.4%,7%,3.8,4.0,4.5,i,-0.54,-0.27,-0.53,0.29,-5%,i,-18,-7,499
C=CCn1c(SCC(=O)N2c3ccccc3Sc3ccccc32)nnc1-c1ccco1,-0.3,1124,/,4%,/,/,/,i,-0.17,0.18,0.36,0.11,1%,/,/,-16,671
O=C(/C=C/Nc1ccc(F)cc1)c1ccc(Oc2ncccn2)cc1,0.17,1571,-3.7%,-2%,2.8,2.1,5.0,/,-0.89,-0.21,-0.67,0.8,8%,i,-20,-13,634
Cc1nc(C(F)(F)F)ccc1C(=O)N1CCCCC1,-0.2,1043,/,-2%,/,/,/,i,-1.1,-0.21,-0.66,0.9,4%,/,/,-3,719
O=S(=O)(c1ccccc1)c1nc(-c2ccco2)oc1N1CCCCCC1,/,/,/,5%,2.6,1.3,3.1,i,-0.29,-0.19,-0.18,1.1,-4%,i,-10,-11,652
Cc1cc(C)n(-c2nc(-c3ccc(Cl)cc3)cs2)n1,0.43,962,2.5%,1%,1.5,1.6,6.5,i,-0.5,-0.12,-0.36,-0.49,-2%,i,2,-7,821
COc1ccc(-c2cc3ccccc3oc2=O)cc1NC(=O)c1ccc([N+](=O)[O-])o1,-0.49,1167,1.4%,-1%,2.6,1.9,15,i,-0.48,0.016,-0.35,0.018,30%,i,5,/,/
CCOC(=O)c1cc(-c2ccc(OC)cc2)nn1-c1ccccc1C(=O)O,0.03,1170,/,0%,/,/,/,i,0.58,-0.12,0.2,-0.39,8%,/,/,-10,789
CCc1cc(-c2onc(C)c2-c2cscn2)c(O)cc1OC,0.32,1105,0.4%,7%,2.2,1.7,1.2,i,0.44,-0.31,0.59,-0.044,5%,i,-7,-13,700
CCOC(=O)CNC1CC(=O)N(c2cccc(Cl)c2)C1=O (centres undefined),0.81,879,-1.3%,8%,0.9,1.4,5.6,i,1.9,1.3,2.4,-1.7,-6%,i,-2,12,755
O=C(CSc1ccccn1)Nc1cccc([N+](=O)[O-])c1,-0.23,1273,0.9%,9%,2.8,1.8,13,i,-0.2,-0.35,0.22,0.64,0%,i,7,1,708
Nc1nc(NCCCN2CCOCC2)nc(Nc2ccccc2F)c1[N+](=O)[O-],0.08,1340,/,10%,/,/,/,i,-0.33,-0.29,-0.22,0.6,6%,/,/,23,711

# Next part; the last 2 above are carried over.
SMILES,Ins promoter up,Ins promoter up cell count,CSM14.1 death rescue,P. falciparum M1AAP,MT stabilizer,MT stabilizer Hoechst-high %,MT stabilizer cytotoxicity %,Yfh1-depleted yeast,Dynein transport,Dynein transport cytoplasmic EGFP,Dynein transport nuclear GR-EGFP,Dynein transport cell count,P. falciparum M17LAP,Autophagy mod,Autophagy mod cell loss 18 h,Lipid droplet,Lipid droplet cells 6.5 µM
O=C(CSc1ccccn1)Nc1cccc([N+](=O)[O-])c1,-0.23,1273,0.9%,9%,2.8,1.8,13,i,-0.2,-0.35,0.22,0.64,0%,i,7,1,708
Nc1nc(NCCCN2CCOCC2)nc(Nc2ccccc2F)c1[N+](=O)[O-],0.08,1340,/,10%,/,/,/,i,-0.33,-0.29,-0.22,0.6,6%,/,/,23,711
CCCN(CC1CC1)C(=S)Nc1ccc(Oc2ccccc2)cc1,-0.04,1423,-1.3%,7%,4.7,3.6,9.6,i,-0.17,-0.16,-0.04,0.57,15%,i,0,3,658
CCC(c1nnnn1C(C)(C)CC)N(CCCO)Cc1cc2cccc(C)c2[nH]c1=O (centres undefined),0.04,981,-0.1%,5%,4.2,2.4,6.4,i,1.2,-0.29,0.34,0.66,5%,i,6,/,/
Cc1[nH]nc2c1C(c1ccsc1)C1=C(CC(C)(C)CC1=O)N2 (centres undefined),0.13,1228,-0.9%,9%,3.4,1.5,3.2,i,-0.68,0.21,-0.53,0.6,-30%,i,0,16,722
CCCCC1S/C(=N/N=C/c2cccs2)NC1=O (centres undefined),0.07,1294,-2.0%,5%,1.5,1.3,12,i,0.75,-0.2,0.56,-1.5,11%,i,-6,1,677
CC(=O)Nc1cccc(N/C(N)=N/c2nc(C)cc(C)n2)c1,-0.05,1564,1.6%,/,2.9,1.9,2.9,i,0.76,-0.11,0.98,-0.47,/,i,-5,-3,727
O=C(O)/C=C/C(=O)NNc1ncnc2ccccc12,0.2,949,/,7%,/,/,/,i,2.2,-0.24,1.7,-1.5,27%,/,/,-7,686
c1ccc2c(CN3CCCCC3)csc2c1,-0.66,1279,-0.6%,4%,2.4,2.2,2.8,i,-0.78,-0.29,-0.55,0.64,10%,i,3,-26,633
O=C(c1ccc(Cl)cc1)N1CCCC(C(=O)N2CCN(c3ccccc3)CC2)C1 (centres undefined),/,/,/,1%,/,/,/,i,0.69,0.078,0.27,0.066,-11%,/,/,-6,653
COc1ccc(C2N(c3ccc(Cl)cc3)C(=O)C3CCCN32)cc1 (centres undefined),1.6,868,-1.4%,-1%,4.8,3.7,4.5,i,-0.59,-0.17,-0.33,0.11,5%,i,-10,/,/
CCOC(=O)N1CCN(c2ccc(C(F)(F)F)cn2)CC1,0.87,1336,-4.4%,12%,2.2,2.7,1.2,i,-0.24,-0.17,0.043,0.13,-10%,i,-5,2,571
CC(=O)Nc1ccc2oc(C)nc2c1,-0.69,1322,2.7%,-5%,3.1,2.3,7.5,i,-0.16,-0.31,-0.064,-0.013,0%,i,5,0,748
O=C(NC1=NCCS1)c1cc(-c2ccc(F)cc2)nc2ccccc12,0.07,1633,-1.7%,4%,2.7,3.5,6.4,i,-0.94,-0.33,-0.76,0.91,-4%,i,-12,-20,632
COc1ccc(CCNC(=O)C2CCN(C(=O)N(C)C)CC2)cc1OC,0.88,1130,/,-1%,1.9,2.6,9.2,i,0.038,-0.17,0.32,1.6,0%,i,1,4,686
COc1cc(-c2nc3n(n2)C(c2ccncc2)C2=C(CCCC2=O)N3)cc(OC)c1OC (centres undefined),-0.92,1274,0.5%,6%,5.0,2.9,12,i,3,-0.07,1.4,-1.5,-16%,i,-8,1,748
CCOCCCNC(=O)C(NC(=O)c1ccc2c(c1)OCO2)c1ccc(Cl)cc1 (centres undefined),0.17,1609,-0.6%,-2%,2.4,1.8,0.7,i,-0.9,-0.24,-0.6,0.5,2%,i,5,-10,658
COc1ccccc1OCCNC(=O)c1ccc(S(=O)(=O)N(C)C)cc1,-1.5,1399,-0.2%,3%,6.6,3.3,14,i,-0.18,0.64,-0.1,0.61,-3%,i,-7,/,/
FC(F)(F)Oc1ccc(NC(=S)Nc2ccccc2N2CCOCC2)cc1,0.41,1297,/,6%,/,/,/,i,0.27,-0.26,0.039,-0.36,-5%,/,/,0,529
COc1ccc(C(=O)C(CCC(CNC(C)(C)C)C(=O)c2ccc(OC)cc2)CNC(C)(C)C)cc1 (centres undefined),?,/,5.1%,0%,2.3,2.6,1.2,i,-2.1,0.36,-1.3,-0.42,3%,i,16,-57,611
Cc1cc(N2CCN(c3ccccc3)CC2)nc(N2CCOCC2)n1,-0.47,1118,/,1%,/,/,/,i,0.2,-0.16,0.71,-1.4,-1%,/,/,-6,649
CC(=O)c1ccc(N2CCN(C(=O)Nc3ccc(F)cc3)CC2)cc1,-0.01,1080,0.0%,1%,3.5,1.8,16,i,-0.5,-0.37,-0.36,0.26,6%,i,29,-23,461
CC1CN=C(Nc2cccc(S(=O)(=O)N(C)C)c2)S1 (centres undefined),-0.34,1242,10%,-15%,1.8,2.5,4.6,i,0.09,-0.31,0.17,0.6,2%,i,-13,9,680
O=C1CCCc2c1cc(C(=O)O)c(=O)n2-c1ccccc1,0.75,1462,0.5%,12%,2.8,2.4,0.5,i,1.5,-0.082,1.2,-2,-9%,i,-16,-9,711
CCOC(=O)c1c(NC(=O)CSc2nnnn2-c2ccccc2)sc2c1CCC(C)C2 (centres undefined),/,/,-1.4%,-3%,1.1,1.1,8.7,i,-0.48,0.14,0.048,0.21,4%,i,-6,-20,732
